Yeast growth inh – reduces growth of yeast BB579 in restrictive medium | S. cerevisiae BB579 growth, OD615, 48 h | inhibition, % at 10 µM | 140,000 tested, 0.51% active | AID 804;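 active = inhibition above a set limit, 3 SD over the mean compound inhibition, cut at about 44% in these data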; also: inactives centre near -24
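Test system: S. cerevisiae DeaD strain BB579 yeast; Medium: restrictive CSMM-D medium; Compound: one dose, 10 µM compound with 0.25% DMSO; Incubation: 4 h cell preincubation, 48 h compound exposure, 30 °C humidified; Signal: OD at 615 nm; Benchmarks: amphotericin B at 10 µg/mL as positive control.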
NPY Y2 blocker – NPY-Y2 (human) receptor antagonism | NPY-Y2 expressing cells, antagonist mode | inhibition, % at 2.7 µM | 140,000 tested, 0.99% active | AID 793; in the data active = inhibition above about 17%;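 also: 0% = vehicle with agonist challenge and 100% = reference antagonist with challenge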
Target sequence (P49146 whole entry, looked up): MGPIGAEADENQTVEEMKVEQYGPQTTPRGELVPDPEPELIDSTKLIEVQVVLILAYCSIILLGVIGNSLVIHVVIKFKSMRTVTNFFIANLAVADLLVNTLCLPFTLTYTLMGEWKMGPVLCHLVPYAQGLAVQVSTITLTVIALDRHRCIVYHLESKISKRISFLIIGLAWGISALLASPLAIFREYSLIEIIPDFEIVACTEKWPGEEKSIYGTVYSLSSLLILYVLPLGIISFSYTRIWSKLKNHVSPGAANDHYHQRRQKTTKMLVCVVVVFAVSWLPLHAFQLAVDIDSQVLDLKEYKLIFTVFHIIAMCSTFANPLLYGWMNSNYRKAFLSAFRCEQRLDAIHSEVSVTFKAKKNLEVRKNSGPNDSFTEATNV
MRP-1 activ – MRP-1 activation | 140,000 tested, 0.61% active | viability increase, % at 10 µM | H69AR cells + doxorubicin, viability rescue, CellTiter-Glo;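 active = viability gain under doxorubicin at or above a set limit, the compound median plus 3 SD, cut at about 4.7% in these data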;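 also: MRP-1 overexpressing cells given doxorubicin 25 µM after compound pretreatment; 18-22 h compound pretreatment then 72 h with doxorubicin before readout; 0% = doxorubicin-only wells and 100% = vehicle-treated cells without doxorubicin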
E-sel TNF inh – TNF alpha driven E-selectin expression inhibition | HUVEC TNFa-induced E-selectin immunofluorescence, high content | 120,000 tested, 0.71% active | AID 1246 | inhibition, % at 2 µM;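 active = inhibition above the batch mean plus 3 SD, and confirmed as a hit on visual image review, cut at about 43% in these data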;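 also: 0% = TNF-stimulated DMSO wells and 100% = unstimulated control wells; not every result past the cut was called active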
GALR2 antag – antagonists of human galanin receptor 2 (GALR2) | O43603 | GALR2-expressing cells, antagonist mode | inhibition, % at 4 µM | 140,000 tested, 0.39% active | AID 828; in the data active = inhibition above about 27%;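 also: cells stimulated with galanin 1-16 at roughly its EC80; 0% = agonist challenge control and 100% = basal control without agonist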
Target sequence (O43603 whole entry, looked up): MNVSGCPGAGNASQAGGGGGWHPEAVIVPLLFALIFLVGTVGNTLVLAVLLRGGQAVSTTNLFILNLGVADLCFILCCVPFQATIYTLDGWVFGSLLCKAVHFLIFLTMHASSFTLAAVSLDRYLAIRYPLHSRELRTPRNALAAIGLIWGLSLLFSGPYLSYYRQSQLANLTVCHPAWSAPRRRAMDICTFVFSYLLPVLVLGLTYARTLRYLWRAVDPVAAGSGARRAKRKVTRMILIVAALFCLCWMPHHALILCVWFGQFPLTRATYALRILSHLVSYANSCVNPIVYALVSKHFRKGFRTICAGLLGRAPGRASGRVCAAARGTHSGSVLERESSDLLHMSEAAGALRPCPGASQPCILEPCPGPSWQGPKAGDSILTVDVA
bCat KO growth – beta-catenin-lacking colon tumor cell growth suppression | HCT116 beta-catenin knockout viability, CellTiter-Glo, 60 h; stronger effect = lower value | viability, % at 10 µM | 140,000 tested, 1.5% active | AID 818;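 active = viability at or under a set limit, the compound median less 4 SD, cut at about 6% in these data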;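 also: 0% = Hyamine 1622 control at 20 µM and 100% = untreated cell control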
Measles CPE – protection of cells from measles virus; protection (pct of control), % at 4 µM; AID 841; Measles virus-infected cells, CPE protection, absorbance; 140,000 tested, 1.5% active; in the data active = protection mostly above about 24%, no sharp cut-off; inactive = mostly below about 26%; also: some compounds called inactive have numbers as strong as hits
Yeast life ext – extends the lifespan of yeast. S. cerevisiae growth with nicotinamide, OD615; deaD strain in restrictive glucose medium. inhibition of the nicotinamide effect, % at 10 µM. 130,000 tested, 0.68% active. AID 775;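 active = inhibition above a set limit, placed 3 SD over the median of all compounds, cut at about 26% in these data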;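 also: 0% = nicotinamide-treated wells and 100% = cells grown without nicotinamide; some compounds called inactive have numbers as strong as hits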
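assay system = DeaD-strain S. cerevisiae | buffer or medium = restrictive glucose medium | reagent = 1.5 mM nicotinamide | compound = 10 µM single point, 0.25% DMSO | incubation = 48 h compound exposure at 30 °C, humidified | signal = OD615 measurement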
HCT116 PTEN-null – growth suppressors of cells with PTEN tumor suppressor deletion; HCT116 PTEN-null viability, CellTiter-Glo, 60 h; stronger effect = lower value; viability, % at 10 µM; 140,000 tested, 1.2% active; AID 827;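 active = viability at or below a set limit, 4 SD under the median of all tested compounds, cut at about 3.7% in these data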;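 also: PTEN knockout HCT116 line with beta catenin targeted HCT116 as companion control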
Phagocytosis inh – inhibitors of macrophage phagocytosis | 110,000 tested, 0.07% active | J774A.1 macrophage IgG-bead phagocytosis, imaging | inhibition, % at 5 µM;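 active = inhibition above the mean of the plate negative controls plus 5 SD, cut at about 13% in these data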;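 also: phagocytic index as fraction of beads internalized from green versus red external bead signal; plate controls were DMSO negative control for no effect and cytochalasin-D positive control for full effect; some results beyond the cut were filed as inactive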
* hit, by the source's call; . = no result given.

SMILES | Yeast growth inh | NPY Y2 blocker | MRP-1 activ | E-sel TNF inh | GALR2 antag | bCat KO growth | Measles CPE | Yeast life ext | HCT116 PTEN-null | Phagocytosis inh
COc1ccc(-c2[nH]c3ccccc3c2SCCNC(=O)c2cc3ccccc3oc2=O)cc1 | -34 | 2 | -2.7 | -13 | 4 | 65 | 5 | 1 | 59 | .
CC1=Nn2c(nnc2-c2cc(-c3ccccc3)n[nH]2)SC1 | -22 | 1 | -4.4 | 5 | 15 | 65 | 4 | 13 | 81 | .
O=C(NC(Cc1c[nH]c2ccccc12)C(=O)Nc1ccc(F)c([N+](=O)[O-])c1)c1cccs1 (stereo not given) | -52 | -1 | -6.2 | 2 | 7 | 52 | 35 | 0 | 41 | -7
Cc1c(C(=O)NCCCN2CCOCC2)sc2nc(-c3ccc(F)cc3)cn12 | 35 | 2 | -4.0 | -16 | -9 | 89 | 15 | -5 | 86 | .
COc1cc(C2C(C(C)=O)=C(C)Nc3ncnn32)ccc1O (stereo not given) | -79 | -1 | 0.1 | . | -8 | 104 | 8 | 2 | 106 | 1
CN(C)/C(=N\S(=O)(=O)c1ccccc1)c1ccc([N+](=O)[O-])cc1 | -24 | 2 | -2.2 | . | 2 | 89 | 33 | -1 | 100 | -3
COc1ccc(NC(=O)CSc2nnc(CNc3ccc(F)cc3)o2)c(OC)c1 | -19 | 2 | -1.9 | 8 | 7 | 94 | 11 | -8 | 93 | -2
O=C(NN=C1CCCCCC1)c1ccc(Br)o1 | -15 | 1 | -1.9 | . | -11 | 100 | 13 | 1 | 97 | -6
O=C(NCCCN1CCOCC1)c1ccc(Sc2ccc(F)cc2)c([N+](=O)[O-])c1 | 19 | 5 | -2.7 | 33 | -6 | 86 | 14 | -4 | 90 | -6
COc1ccc(CCNC(=O)c2ccc3nc(-c4ccco4)c(-c4ccco4)nc3c2)cc1OC | -30 | 1 | -4.0 | -11 | 5 | 64 | 5 | -5 | 56 | -1
O=C(Oc1c(CN2CCOCC2)cc(Cl)c2cccnc12)c1ccc(F)cc1 | 11 | 6 | -6.3 | 1 | 6 | 5.0* | 11 | 28* | 1.9* | 2
CCN(CC)S(=O)(=O)c1ccc(Br)c(OC)c1 | -5 | -1 | -0.8 | 1 | -10 | 82 | 12 | -4 | 83 | -2
COc1cc(C(=O)N2CCN(c3cc(Cl)ccc3Cl)CC2)cc(OC)c1OC | -10 | 7 | -4.8 | . | -2 | 11 | 0 | -10 | 13 | 1
CC(C)/C=C1\CC/C(=C\c2ccc(N(C)C)cc2)C1=O | -28 | 4 | -4.9 | -16 | -1 | 29 | 24 | -3 | 46 | -6
COC(=O)N/N=C/c1cc(C)n(-c2cccc3ccccc23)c1C | -14 | 4 | -3.1 | 0 | 4 | 88 | 1 | -1 | 85 | -4
COc1cccc(CNc2ccc(N3CCCCC3)cc2)c1OC | 4 | -6 | -4.4 | -30 | -6 | 86 | 11 | -6 | 98 | 3
Cn1c(Cn2c(=O)sc3ccccc32)nnc1SCC(=O)NCc1ccco1 | -39 | 1 | -2.5 | -37 | -5 | 95 | 28 | -1 | 97 | .
COc1ccc(Nc2nnc(Cc3ccccc3)c(=O)[nH]2)c(OC)c1 | 11 | 2 | -4.7 | . | -4 | 105 | 19 | 3 | 99 | 0
Cc1cc(C)n(CC(C)O)c(=O)c1C#N (stereo not given) | -34 | 3 | 1.2 | 52 | -1 | 105 | 26 | 5 | 105 | 0
c1nc(N2CCC3(CC2)OCCO3)c2[nH]cnc2n1 | -46 | 1 | -1.7 | 0 | 1 | 93 | 18 | 11 | 102 | -3
COc1cc(CO)cc(-c2cc(CO)cc(OC)c2OC)c1OC | -6 | 2 | -0.2 | -3 | 4 | 99 | 19 | -12 | 99 | -1
CC(=O)NCc1ccc(S(=O)(=O)N/N=C/c2ccccc2)cc1 | -7 | 1 | -1.8 | . | 5 | 93 | 30 | 0 | 90 | -8
CCOc1ccc(-c2csc(NC(=O)c3ccc(S(=O)(=O)N4CCc5ccccc5C4)cc3)n2)cc1 | -27 | 2 | -1.6 | . | 11 | 78 | 2 | 0 | 73 | -10
COc1ccc(-c2c(C)n([O-])c3c([n+]2=O)CCCCC3)cc1 | -50 | 2 | -1.8 | . | -18 | 90 | 4 | -2 | 90 | 1
O=C(CN1C(=O)C2CC=CCC2C1=O)OCCN1C(=O)c2ccccc2C1=O (stereo not given) | -47 | -4 | -0.8 | . | -20 | 109 | 7 | -8 | 103 | -1
CCOC(=O)c1cnc(Nc2nc3ccccc3o2)nc1CN1CCN(C)CC1 | -26 | 0 | -1.1 | -16 | 9 | 76 | 4 | -25 | 79 | .
COc1ccccc1NC(=S)NCc1cccs1 | -32 | -1 | -2.1 | . | 23 | 89 | 36 | -3 | 94 | -1
CCOC(=O)CCP(=O)(O)C(O)c1ccccc1 (stereo not given) | -30 | -2 | -1.2 | . | -14 | 101 | 5 | -3 | 102 | -1
C/C(=N\NC(=O)c1c(Br)c(C)nn1C)c1cccc(NC(=O)c2ccccc2F)c1 | -45 | 2 | 1.6 | . | -2 | 97 | 8 | 1 | 107 | 6
CCCCNC(=O)COC(=O)c1cc(Br)ccc1Cl | -24 | 4 | 0.3 | 19 | 5 | 107 | 33 | -7 | 95 | 1
CCOC(=O)NC(c1ccc(C(C)C)cc1)C(Cl)(Cl)Cl (stereo not given) | -2 | 2 | -1.6 | . | -11 | 31 | 3 | -1 | 49 | -4
COc1ccc(NC(=O)CSc2nnc(-c3cccnc3)o2)cc1 | 12 | 4 | 0.4 | . | -6 | 100 | 15 | -6 | 100 | -1
Cc1cccc(OC(=O)C2C(c3ccccc3)C(C(=O)O)C2c2ccccc2)c1 (stereo not given) | -47 | 0 | -0.4 | -1 | -3 | 93 | 21 | -2 | 103 | 0
COc1ccc(N/C(=C(/C(Cl)=C(Cl)Cl)[N+](=O)[O-])n2nnc3ccccc32)cc1 | 14 | 1 | -0.5 | 2 | 10 | 86 | 15 | -5 | 102 | -1
CCCc1cc(=O)[nH]c(SCCOc2ccc(Cl)cc2)n1 | -41 | 1 | -0.2 | . | 1 | 102 | 11 | -10 | 99 | -1
Cn1ccnc1C(O)(c1nnc(-c2ccccc2)o1)C(F)(F)F (stereo not given) | -9 | 1 | -3.5 | -11 | 5 | 93 | 15 | -13 | 95 | .
COC(=O)c1ccc(C)c(NC(=S)NCc2ccc(Cl)cc2)c1 | -3 | 1 | -2.6 | 7 | 4 | 89 | 26 | 2 | 91 | -2
O=C(Nc1ccccc1)N1CCSc2cc(Cl)ccc21 | -29 | -1 | -2.6 | -5 | -5 | 96 | 5 | -6 | 104 | .
COC(=O)c1ccc(Sc2ccccc2NS(=O)(=O)c2ccc(NC(C)=O)cc2)nc1 | -62 | -1 | -1.4 | 1 | -3 | 90 | 2 | -6 | 104 | 0
CCOC(=O)C1=C(C)Nc2nc(SCC(=O)OC)nn2C1c1cc(F)cc(F)c1 (stereo not given) | -72 | 2 | -0.8 | -13 | -3 | 95 | 4 | 8 | 101 | -1
Cc1ccc(C(NC(N)=O)c2ccccc2C)cc1 (stereo not given) | -25 | 0 | -0.7 | -8 | -16 | 73 | 5 | -5 | 80 | .
COc1ccc(C(=O)Nc2ccc(Cl)cc2C(=O)NCc2ccco2)cc1 | -30 | 19* | -1.4 | -19 | -11 | 83 | 12 | . | 72 | .
CCOc1ccc(-c2nc(S(=O)(=O)c3ccccc3)c(NCc3cccnc3)o2)cc1 | -55 | 0 | 0.2 | -13 | -7 | 116 | 9 | -12 | 106 | 0
C/C(=C\C(=S)Nc1ccccc1)Nc1cccc2ccccc12 | -55 | 1 | -3.7 | 16 | 9 | 87 | 3 | -2 | 78 | -4
CCOC(=O)C1=C(C)NC(C)=C(C(=O)OCC)C1 | -11 | -3 | -1.6 | 10 | 4 | 98 | 4 | -17 | 98 | -1
CCCCCn1c(=NC(=O)c2ccco2)c(C(=O)OCC)cc2c(=O)n3ccccc3nc21 | -25 | 9 | -2.3 | -1 | -8 | 78 | 8 | -1 | 76 | 0
CCC(NC(=O)C1(C)CC1(Br)Br)c1ccc(C)cc1 (stereo not given) | -24 | 8 | -0.9 | -10 | 13 | 78 | 4 | -3 | 92 | .
CCOc1ccccc1NC(=O)C(OC(=O)c1ccc(CC)cc1)c1ccccc1 (stereo not given) | -55 | 3 | 0.0 | 17 | -2 | 79 | 9 | 9 | 81 | 4
COc1ccc(CC(=O)O/N=C(\N)c2cccc([N+](=O)[O-])c2)cc1 | -15 | 2 | 2.7 | -7 | -12 | 74 | 11 | -4 | 81 | -12
COC(=O)c1ccc(C(NC(=O)OCc2ccccc2)/C(F)=C/[C@@H](C)C(=O)NCc2ccc(OC)c(OC)c2)cc1 (stereo not given in full) | -21 | 2 | -4.4 | . | 5 | 25 | 5 | 1 | 15 | .
New compounds follow:
SMILES | Yeast growth inh | NPY Y2 blocker | MRP-1 activ | E-sel TNF inh | GALR2 antag | bCat KO growth | Measles CPE | Yeast life ext | HCT116 PTEN-null | Phagocytosis inh
Cc1ccc2cc(C(=O)O)c(C)nc2c1 | -3 | 6 | -1.9 | 12 | 10 | 95 | 5 | -8 | 99 | .
O=C(O)C1OC(Oc2c(-c3ccc(O)c(O)c3)oc3cc(O)cc(O)c3c2=O)C(O)C(O)C1O (stereo not given) | -20 | 1 | 0.1 | -26 | 0 | 100 | 21 | -4 | 96 | .
CC(C)OC(=O)CSc1nnc(-c2ccncc2)n1N | -53 | 1 | 0.1 | . | 18 | 105 | 10 | 1 | 113 | 0
O=c1c2ccccc2cnn1-c1ccc2ccccc2c1 | -26 | 2 | -2.2 | 4 | -3 | 92 | 3 | -10 | 83 | 1
COc1ccc2[nH]c3c(N4CCN(Cc5ccc6c(c5)OCO6)CC4)ncnc3c2c1 | -6 | 2 | -6.2 | . | 11 | 11 | 5 | -28 | 8 | -1
Cc1ccc(NS(=O)(=O)c2cc(-c3n[nH]c(=O)c4ccccc34)ccc2C)cc1 | -60 | 7 | -4.0 | -3 | -20 | 21 | 2 | -4 | 17 | 0
CCOC(=O)c1c(NC(=O)Cn2cnc([N+](=O)[O-])n2)sc2c1CCCC2 | -14 | -1 | -2.1 | . | -6 | 76 | 17 | -6 | 68 | -3
CCC(=O)Nc1c(C)nn(C(=O)CC)c1C | 27 | -1 | -2.9 | 28 | 10 | 104 | 7 | -8 | 112 | 1
NC(=O)c1c(N)sc(=S)n1CC1CCCO1 (stereo not given) | 4 | 3 | -1.4 | . | -11 | 91 | 10 | -17 | 100 | -1
Cc1ccc(C(=O)Nc2ccc(Br)c(C(F)(F)F)c2)cc1 | 4 | 2 | -5.5 | 0 | 11 | 48 | 3 | -27 | 21 | 2
Cc1cc(C)nc(SCc2nnc(SCC(=O)Nc3ccc(C)c(C)c3)n2Cc2ccco2)n1 | -4 | -4 | -1.5 | -11 | 5 | 86 | 29 | -4 | 88 | -1
CSc1nc2cc(S(=O)(=O)N3CCOCC3)ccc2s1 | -25 | 2 | -1.4 | 14 | -4 | 95 | 11 | -4 | 93 | .

Bioassay records deposited in PubChem BioAssay by several laboratories.

No enrichment for hits; about 6.2% have a hit in one of these screens.
